# LMPTP block: blocks human LMPTP phosphatase; inhibition, % at 20 µM; P24666; 360,000 compounds, 0.22% hits; recombinant LMPTP-A, OMFP fluorogenic substrate, fluorescence intensity;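 active = compounds that cut the enzyme signal by at least half of the control window in the single-dose screen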;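 also: plate controls were DMSO wells with enzyme plus substrate for no effect and substrate without enzyme for full effect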
# Target sequence (P24666 whole entry, looked up): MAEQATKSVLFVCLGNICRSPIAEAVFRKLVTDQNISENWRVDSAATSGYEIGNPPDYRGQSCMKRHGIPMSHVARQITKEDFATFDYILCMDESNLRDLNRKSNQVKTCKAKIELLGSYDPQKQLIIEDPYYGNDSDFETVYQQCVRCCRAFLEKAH
#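 Test system: LMPTP-A phosphatase enzyme. Amount: LMPTP-A at 0.625 nM final in the reaction. Reagent: OMFP substrate, 400 µM final. Times: 50 min at room temperature. Signal: endpoint fluorescence intensity from OMFP dephosphorylation. Read-out basis: % inhibition. Benchmarks: no-enzyme and uninhibited controls.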
# DNMT1 block: blocks human DNA methyltransferase DNMT1; DNMT1 molecular beacon, Hinp1I cleavage, fluorescence; 360,000 compounds, 0.83% hits; inhibition (reported as % activation of signal), % at 10 µM; in the data active = inhibition above about 50%
# SKN-1 block: blocks SKN-1 activity in C. elegans. C. elegans VP596 Pgst-4::GFP/RFP ratio, acrylamide-induced, 24 h. inhibition, % at 21.8 µM. 360,000 compounds, 0.49% hits;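 active = interference check ratio from 0.5 to 1.5 plus GFP to RFP signal ratio inhibition reaching or exceeding a fixed threshold, cut at about 30% in these data, passing the limit was not always enough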; also: some compounds called inactive have numbers as strong as hits
# Scp-1 inhibitor: inhibitors of human Scp-1 phosphatase; Recombinant Scp1, phosphopeptide, malachite green phosphate absorbance; inhibition, % at 20 µM; 340,000 compounds, 0.88% hits; AID 493091;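 active = inhibition above about 50% at 20 µM, limit read from the data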;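 also: plate controls were DMSO wells with enzyme for no effect and wells lacking enzyme for full effect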
#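 Incubation: 45 min enzyme reaction at room temperature / System: truncated SCP-1 phosphatase (76-261aa) / Reagent: Phospho 17-mer peptide substrate / Buffer or medium: Acidic Tris acetate buffer with magnesium and detergent / Signal: absorbance at 630 nm / Doses: one concentration, 20 µM, with 1.0% DMSO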
# MT1-MMP act inh: blocks activation of human MT1-MMP | HT1080 RFP-PRO-GFP cells, GFP/RFP ratio fluorescence, overnight; percent of plate control window, DMSO zero | GFP/RFP ratio change, % at 20 µM | 360,000 compounds, 0.061% hits | AID 651647;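 active = GFP/RFP ratio change of at least 30% with cell ATP level not reduced by more than half and red fluorescence within 50% of control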; also: strong numbers were not always called active
#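 Compound: 20 µM single dose, 1% DMSO / System: HT1080 RFP-PRO-GFP cells / Controls: DMSO and RFP-L50D-GFP cell wells / Read-out basis: GFP/RFP fluorescence ratio / Schedule: overnight compound exposure at 37 °C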
# CendR NRP1 mod: NRP-1/CendR interaction modulation. FAM-RPARPAR peptide binding to NRP-1, fluorescence polarization. inhibition, % at 25 µM. 360,000 compounds, 0.85% hits. AID 602438;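 active = inhibition or corrected inhibition above about 18%, plus a signal ratio from 0.5 to 1.5, limit read from the data, passing the limit was not always enough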; also: strong numbers were not always called active
# Rpn11 block: inhibitors of human proteasome Rpn11 | calls only at 20 µM | AID 588493 | 360,000 compounds, 0.59% hits | O00487 | human 26S proteasome, Ub4-pepOG fluorescence polarization; 20S core pre-blocked with epoxomicin;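 active = inhibition at 20 µM, scaled to each plate's controls, above about 33%, limit read from the data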
# NadD inh: blocks S. aureus nicotinate mononucleotide adenylyltransferase; purified NadD enzyme, colorimetric absorbance read-out; inhibition, % at 20 µM; 360,000 compounds, 0.78% hits; in the data active = inhibition above about 26%; also: some compounds past the cut are filed as inactive
# STEP block: blocks human striatal-enriched tyrosine phosphatase | P54829 | recombinant STEP, OMFP fluorogenic substrate, fluorescence | inhibition, % at 20 µM | 360,000 compounds, 0.25% hits | AID 588621;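 active = inhibition at 20 µM, scaled per plate between control wells, above about 37%, limit read from the data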;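 also: 0% = DMSO with enzyme and substrate and 100% = substrate only without enzyme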
# Target sequence (P54829 whole entry, looked up): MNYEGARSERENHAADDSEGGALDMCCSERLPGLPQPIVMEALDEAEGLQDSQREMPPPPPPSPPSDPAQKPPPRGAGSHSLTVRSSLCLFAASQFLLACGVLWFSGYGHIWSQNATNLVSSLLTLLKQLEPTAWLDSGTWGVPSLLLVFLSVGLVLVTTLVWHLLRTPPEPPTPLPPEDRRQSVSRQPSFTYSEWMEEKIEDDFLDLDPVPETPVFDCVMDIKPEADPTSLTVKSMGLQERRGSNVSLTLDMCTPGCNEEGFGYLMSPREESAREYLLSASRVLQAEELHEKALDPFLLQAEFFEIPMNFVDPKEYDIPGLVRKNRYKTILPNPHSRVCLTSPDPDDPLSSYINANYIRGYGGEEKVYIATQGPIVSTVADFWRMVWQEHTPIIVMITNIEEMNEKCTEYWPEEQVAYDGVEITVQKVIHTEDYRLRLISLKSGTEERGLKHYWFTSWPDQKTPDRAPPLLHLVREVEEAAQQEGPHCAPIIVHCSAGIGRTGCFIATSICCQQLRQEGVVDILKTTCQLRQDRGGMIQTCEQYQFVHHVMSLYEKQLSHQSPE
#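 System: STEP (striatal-enriched tyrosine phosphatase) enzyme, cell-free; medium: Bis-Tris pH 6.0 buffer with DTT, detergent; dosing: 20 µM, 1% DMSO; times: reaction 20 min, ambient temperature; detection: fluorescence, 480/540 nm; read-out basis: normalized % inhibition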
# SUMO1-SIM PPI: alters human SUMO1 binding to SIM partners. P63165. SUMO1 binding to a labelled peptide, TR-FRET, 1 h. inhibition, % at 20 µM. 360,000 compounds, 0.33% hits. AID 602429; in the data active = inhibition above about 37%
# Target sequence (P63165 whole entry, looked up): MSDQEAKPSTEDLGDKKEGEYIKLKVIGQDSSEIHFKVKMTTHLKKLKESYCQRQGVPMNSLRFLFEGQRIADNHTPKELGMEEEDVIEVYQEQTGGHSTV
# * marks the source's active call; other numbers are inactive results; i = inactive; x = no result given.
SMILES,LMPTP block,DNMT1 block,SKN-1 block,Scp-1 inhibitor,MT1-MMP act inh,CendR NRP1 mod,Rpn11 block,NadD inh,STEP block,SUMO1-SIM PPI
Cn1nccc1C(=O)c1ccc(Cl)cc1,-2.0,4,6,-12,2,-3,i,-4,-1,-1
COc1cc(SC)ccc1C(=O)Nc1ccc2c(c1)CCC2,5.6,0,-11,-8,0,2,i,-6,4,8
O=C(Cc1ccccc1)NN1C(=O)C2C3C=CC(C3)[C@@H]2C1=O (stereo partly drawn),-0.3,-1,6,10,3,-14,i,1,-4,1
CCOC(=O)C1(C)CCCN(C(=O)C(c2ccccc2)c2ccccc2)C1 (stereo not drawn),0.2,-4,10,x,-2,10,i,1,-2,-2
CCCSC1=N/C(=C\c2ccc3c(c2)OCO3)C(=O)S1,0.7,1,-10,-11,1,13,i,40*,3,-4
COCCCN1C(=O)C(CC(=O)NC2CC2)CC(C(=O)N(C(C)C)C(C)C)=C1C (stereo not drawn),0.3,-1,-1,x,0,2,i,0,2,3
CCN(C(=O)COC(=O)CSc1ccc(C(N)=O)cc1[N+](=O)[O-])C1CCCCC1,-2.6,-4,10,-2,-2,-3,i,4,0,-27
Cc1ccccc1Oc1nnc(-c2cccs2)c2ccccc12,-0.1,1,4,3,71,8,i,-2,1,-2
CSc1ccccc1C(=O)C1CCCN(C(=O)NC(C)C)C1 (stereo not drawn),0.9,-3,6,-7,1,3,i,-1,2,4
Cc1ccc(C(=O)NCC(=O)OCC(=O)NCCc2ccccc2)s1,-1.7,0,20,5,4,2,i,6,-4,-6
CCOC(=O)c1cc2occc2n1Cc1ccc(F)cc1,2.8,5,-4,-11,-3,-14,i,-3,9,-2
COc1ccccc1NC(=S)NC1CCCCCCCCCCC1,2.7,1,13,-19,-8,-1,i,2,1,1
Cn1c(=O)cc(OCC(=O)NCCC2=CCCCC2)c2ccccc21,-1.1,1,8,-3,1,-11,i,-3,-1,1
COc1ccc(OCc2nnc3n2N=C(c2ccc(C)cc2)CS3)cc1,1.0,1,12,-8,-1,-4,i,2,2,5
COc1ccc2nc(NC(=O)c3ccccc3[N+](=O)[O-])sc2c1,0.0,1,4,4,-1,-4,i,-9,-2,-15
O=[N+]([O-])c1ccccc1/C=C/C=N/n1c(-c2ccc(Cl)cc2)n[nH]c1=S,37,43,-29,15,4,-16,i,21,24,-7
O=C(NC1CCCCC1)c1ccc(COc2ccccc2)o1,0.0,0,-8,-8,-9,10,i,-7,-2,-3
CCOC(=O)CN1C(=O)/C(=C/c2cccc(Br)c2)Oc2ccccc21,-0.7,0,7,-10,3,-4,i,1,1,-13
Cc1cccc(-c2nnc(SCC3CNC(=O)O3)n2-c2ccc(Cl)cc2)c1 (stereo not drawn),-3.1,1,1,-4,-3,2,i,6,0,-5
COc1ccc(-c2ccc(OC(=O)NC3CCS(=O)(=O)C3)cc2)cc1 (stereo not drawn),0.1,-2,0,-11,2,4,i,-5,-1,5

# 6 compounds already listed, arranged by the value under MT1-MMP act inh, smallest number first:
Compound	MT1-MMP act inh
COc1ccc(OCc2nnc3n2N=C(c2ccc(C)cc2)CS3)cc1	-1
COCCCN1C(=O)C(CC(=O)NC2CC2)CC(C(=O)N(C(C)C)C(C)C)=C1C (stereo not drawn)	0
Cn1nccc1C(=O)c1ccc(Cl)cc1	2
CCOC(=O)CN1C(=O)/C(=C/c2cccc(Br)c2)Oc2ccccc21	3
Cc1ccc(C(=O)NCC(=O)OCC(=O)NCCc2ccccc2)s1	4
Cc1ccccc1Oc1nnc(-c2cccs2)c2ccccc12	71

# Next part:
SMILES,LMPTP block,DNMT1 block,SKN-1 block,Scp-1 inhibitor,MT1-MMP act inh,CendR NRP1 mod,Rpn11 block,NadD inh,STEP block,SUMO1-SIM PPI
COc1ccc(C(C(C(=O)c2ccco2)N2CCOCC2)N2CCOCC2)cc1 (stereo not drawn),-1.0,-2,-23,-4,2,2,i,-3,-4,-3
CC(=O)c1cccc(NC(=O)CN(Cc2ccccc2)S(C)(=O)=O)c1,0.4,3,1,-1,3,2,i,-2,0,-2
COc1ccc(NC(=O)CSc2nccc(C)n2)cc1,-1.5,4,-8,-7,1,-6,i,0,-1,-1
O=C(c1cccc(F)c1)N1CCN(S(=O)(=O)Cc2ccccc2)CC1,0.8,1,-2,2,3,3,i,3,1,0
CC(C)CCN(C(=O)Cc1ccccc1F)c1c(N)n(Cc2ccccc2)c(=O)[nH]c1=O,0.6,-1,14,-1,-4,-1,i,0,-2,2
CC(=O)Nc1ccc(S(=O)(=O)NCCC(=O)OC(C)C(=O)c2ccc(C)cc2)cc1 (stereo not drawn),1.7,0,-6,-2,1,8,i,-9,-5,-3
COC(=O)c1sc(N)c(C(=O)OC)c1COC(=O)C1CC(=O)N(Cc2ccco2)C1 (stereo not drawn),1.2,1,11,32,-1,-2,i,-9,0,6
O=C(C[C@@H]1C/C=C/CC[C@@H](Cc2ccc(F)cc2)C(=O)O[C@H](c2ccccc2)CNC1=O)NCCO,-1.6,-2,4,-14,7,10,i,-7,0,3
CCC1(C)CC(c2nc(-c3ccc(OC)cc3)cs2)CCS1 (stereo not drawn),2.7,-1,13,-3,-1,32*,i,7,0,1
COc1ccc(CCN2CC(C(=O)NCCc3cnn(C)c3)CCC2=O)cc1 (stereo not drawn),-0.8,2,-4,1,3,4,i,-4,1,1
COc1ccccc1C(CNC(=O)c1ccc(NS(=O)(=O)c2ccc(C(C)=O)cc2)cc1)N1CCCC1 (stereo not drawn),4.0,11,-21,-5,3,-6,i,6,0,-4
Cc1nc(-c2ccccc2O)n(S(=O)(=O)N(C)C)n1,-0.6,0,1,0,-3,8,i,-2,11,-1
CC(C)(C)C1CCC(OC(=O)CCC(=O)Nc2ccccc2)CC1 (stereo not drawn),3.5,2,-2,-14,2,-5,i,-3,-2,1
CCC(C)[C@H](NC(=O)NC1CC1)C(=O)O (stereo partly drawn),-0.5,0,-7,3,-1,1,i,-5,-2,-6
CN1CCN(Cc2nc3ccccc3c(=O)n2Cc2nc(-c3ccccc3F)cs2)CC1,0.9,-3,3,1,-6,-6,i,-2,13,-4
COc1ccc2[nH]c3c(N4CCC(O)(c5cccc(C(F)(F)F)c5)CC4)ncnc3c2c1,4.0,-15,0,10,5,-10,i,15,-1,10
CC(=O)N1c2ccc(S(=O)(=O)N(C)CC(=O)NC(C)c3ccccc3)cc2CC1C (stereo not drawn),-0.5,0,0,-3,3,1,i,-6,-4,-1
CCOC(=O)c1c(CSC(=N)N)n(C)c2cc(Br)c(OC(C)=O)cc12,-3.8,-2,-16,0,1,-18,i,-8,2,-3
O=C(O)CC/C(=C\c1ccc(Cl)c([N+](=O)[O-])c1)c1nc2ccccc2s1,-0.9,-5,5,-3,14,2,i,5,5,4
CCCCCC(=O)N/N=C/c1ccc(N(C)C)cc1,-0.5,-1,2,-5,4,2,i,0,3,-5
CCOC(=O)C1CCCN(C(=O)C2CCN(S(=O)(=O)c3cnc[nH]3)CC2)C1 (stereo not drawn),0.6,-1,-17,-2,10,8,i,0,1,0
CCCCC(=O)NC(=S)Nc1cccc(C(=O)O)c1,-0.2,3,0,-5,6,15,i,-1,4,1
CCC(=O)Nc1cccc(C2=NOC3(C2)C[C@H](C(N)=O)N(C(=O)Cc2ccc([N+](=O)[O-])cc2)C3)c1 (stereo partly drawn),-1.0,5,-5,-4,-2,13,i,-1,2,-25
S=C1NCCOCCOCCOCCOCCN1,-1.5,0,7,-6,3,8,i,-3,-4,2
CCC(C)NC(=O)CSc1nc2cc3c(cc2c(=O)n1Cc1ccco1)OCO3 (stereo not drawn),-0.9,14,3,-5,-2,-10,i,-1,-1,42*
CCOC(=O)c1c(NC(=S)Nc2ccc(OC)cc2)sc2c1CCCCC2,3.1,-8,-9,-5,3,-6,i,3,-2,0
OC[C@@H]1CN(Cc2ccc3c(c2)OCO3)C[C@H](n2cnc3c(NC4CC4)ncnc32)O1,-2.1,8,-8,x,2,5,i,5,-2,1
Cc1ccc(-c2csc(NC(=O)c3c(C)noc3C)n2)cc1,0.6,8,-6,1,11,10,i,-3,0,0

# Rewritten as labelled records: entries from further up.
SMILES: CCCCC(=O)NC(=S)Nc1cccc(C(=O)O)c1
  LMPTP block: -0.2 | DNMT1 block: 3 | SKN-1 block: 0 | Scp-1 inhibitor: -5 | MT1-MMP act inh: 6 | CendR NRP1 mod: 15 | Rpn11 block: i | NadD inh: -1 | STEP block: 4 | SUMO1-SIM PPI: 1

SMILES: OC[C@@H]1CN(Cc2ccc3c(c2)OCO3)C[C@H](n2cnc3c(NC4CC4)ncnc32)O1
  LMPTP block: -2.1 | DNMT1 block: 8 | SKN-1 block: -8 | Scp-1 inhibitor: x | MT1-MMP act inh: 2 | CendR NRP1 mod: 5 | Rpn11 block: i | NadD inh: 5 | STEP block: -2 | SUMO1-SIM PPI: 1

SMILES: CCOC(=O)C1CCCN(C(=O)C2CCN(S(=O)(=O)c3cnc[nH]3)CC2)C1 (stereo not drawn)
  LMPTP block: 0.6 | DNMT1 block: -1 | SKN-1 block: -17 | Scp-1 inhibitor: -2 | MT1-MMP act inh: 10 | CendR NRP1 mod: 8 | Rpn11 block: i | NadD inh: 0 | STEP block: 1 | SUMO1-SIM PPI: 0

SMILES: CCC(=O)Nc1cccc(C2=NOC3(C2)C[C@H](C(N)=O)N(C(=O)Cc2ccc([N+](=O)[O-])cc2)C3)c1 (stereo partly drawn)
  LMPTP block: -1.0 | DNMT1 block: 5 | SKN-1 block: -5 | Scp-1 inhibitor: -4 | MT1-MMP act inh: -2 | CendR NRP1 mod: 13 | Rpn11 block: i | NadD inh: -1 | STEP block: 2 | SUMO1-SIM PPI: -25

# Screening results from PubChem.

# Compounds were not picked by outcome (roughly 3.9% active in at least one column).
